TEAD-YAP inh – TEAD-YAP interaction inhibition; HEK-TIYL cells, TEAD-Gal4/YAP UAS-luciferase luminescence; inhibition, % at 9.12 µM; 640,000 compounds, 1.4% hits; in the data active = inhibition above about 32%;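 note: 0% = median of test compound wells and 100% = reference inhibitor wells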
FBW7 activator – human FBW7 E3 ligase activation, primary screen; normalized activity (activation), % at 26.1 µM; AlphaScreen FBW7–phospho-cyclin E peptide binding, activator screen; AID 1259310; 650,000 compounds, 0.13% hits; Q969H0; in the data active = normalized activity above about 1.9%;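 note: purified mutant Fbw7 with reduced substrate affinity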
GPR151 activ – activators of human GPR151. PathHunter beta-arrestin GPR151 cells, luminescence. 650,000 compounds, 1% hits. activation, % at 11.2 µM; in the data active = activation above about 4.9%;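 note: 0% = median of compound wells and 100% = cells with positive control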
Target sequence (Q8TDV0 whole entry, looked up): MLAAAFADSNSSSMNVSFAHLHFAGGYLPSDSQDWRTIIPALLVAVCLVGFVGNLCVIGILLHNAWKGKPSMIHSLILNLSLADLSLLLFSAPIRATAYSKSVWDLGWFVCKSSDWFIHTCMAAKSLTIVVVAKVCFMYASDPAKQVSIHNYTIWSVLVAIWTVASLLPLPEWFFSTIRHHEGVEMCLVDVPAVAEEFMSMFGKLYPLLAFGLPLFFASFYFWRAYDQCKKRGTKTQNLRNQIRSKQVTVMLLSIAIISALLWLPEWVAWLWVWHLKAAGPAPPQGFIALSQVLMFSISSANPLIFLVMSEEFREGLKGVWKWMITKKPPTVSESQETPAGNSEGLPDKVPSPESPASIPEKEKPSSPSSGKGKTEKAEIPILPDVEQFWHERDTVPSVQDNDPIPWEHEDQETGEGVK
MITF inh – inhibitors of human MITF | AlphaScreen MITF homodimerization, bead proximity signal | inhibition, % at 2.6 µM | 650,000 compounds, 0.91% hits; in the data active = inhibition above about 50%;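 note: 0% = vehicle wells with protein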
Active calls of the source: *. Not a hit list (roughly 3.4% active in at least one column).

No. | canonical_smiles | TEAD-YAP inh | FBW7 activator
1 | COc1ccc(-c2nc(CCNC(=O)c3ccccc3F)cs2)cc1 | 5 | -0.1
2 | CCCn1ccc2c(OCC(=O)Nc3ccc(OC)c(OC)c3)cccc2c1=O | 38* | 0.0
3 | COc1cc(COc2ccc3c(C)c(CC(=O)O)c(=O)oc3c2C)cc(OC)c1OC | -5 | 0.3
4 | O=[N+]([O-])c1ccccc1S(=O)(=O)Nc1ccc(S(=O)(=O)N2CCCC2)cc1 | 2 | 0.0
5 | O=C(NCc1nc(-c2ccc(Cl)cc2)no1)N1CCOCC1 | -9 | -0.1
6 | O=C(NCCN1CCOCC1)c1cccc(Cn2ncc3cc(Nc4ccccc4Cl)ccc32)c1 | 6 | 0.0
7 | COc1cccc(-n2c(SCC(N)=O)nc3ncccc3c2=O)c1 | 2 | 0.1
8 | CCSc1nc(C)nc2c1c(=O)n(C)c(=O)n2C | -12 | 0.5
9 | CC1=C(c2ccc(C)cc2)S(=O)(=O)NC1=NC(C)c1ccc2c(c1)OCCO2 (configuration not stated) | -1 | 1.2
10 | Cc1cccc(N=C2NC(=O)/C(=C3/C(=O)N(C)c4ccccc43)S2)c1C | 12 | -0.1

No. | GPR151 activ | MITF inh
1 | -0.4 | -5
2 | 0.2 | 15
3 | 0.0 | 9
4 | 0.6 | 3
5 | -1.7 | 7
6 | 0.7 | 9
7 | 0.1 | -89
8 | 0.7 | 11
9 | -0.6 | 5
10 | 1.2 | 18

Continued.
No. | canonical_smiles | TEAD-YAP inh | FBW7 activator
11 | COC(=O)c1ccc(C2/C(=C(/O)c3ccccc3)C(=O)C(=O)N2CCO)cc1 (configuration not stated) | -5 | -0.1
12 | CC(NC(=O)c1ccc(Cl)c(Cl)c1)c1ccccc1 (configuration not stated) | 7 | 0.1
13 | Cn1c(=O)c2c(nc(Cl)n2Cc2cccc(C(F)(F)F)c2)n(C)c1=O | 37* | 0.5
14 | O=C(NC(Nc1ccc(Cl)cc1)C(=O)c1ccccc1)c1ccccc1 (configuration not stated) | -4 | 0.0
15 | O=C(CSc1nc2sc3c(c2c(=O)n1-c1ccccc1)CCCC3)NCCOCCO | 7 | 0.0
16 | Cc1cccc(-n2cc(-c3ccccc3)c3c(Nc4ccc(C(C)C)cc4)ncnc32)c1 | -11 | -0.1
17 | Oc1ccc(Br)cc1C1CC(c2ccc(Br)cc2)=NC(c2ccc(Br)cc2)N1 (configuration not stated) | 3 | 0.1
18 | CCOC(=O)c1ccc(NC(=O)Cn2c(=O)c3ccccc3c3ccccc3c2=O)cc1 | 9 | 0.2
19 | CCOC(=O)c1c(NC(=O)c2ccc(S(=O)(=O)N3CCCCC3C)cc2)sc2c1CCN(CC)C2 (configuration not stated) | 2 | 0.0
20 | CCOc1ccc(OCC)c(NS(=O)(=O)c2ccc3c(c2)OCC(=O)N3)c1 | 0 | 0.1

No. | GPR151 activ | MITF inh
11 | 0.7 | 0
12 | -0.7 | 0
13 | 0.7 | 18
14 | -1.0 | 9
15 | 0.4 | 10
16 | -2.4 | 2
17 | -0.6 | 18
18 | 1.1 | 14
19 | 0.2 | -5
20 | -1.3 | -11

Another view of some results above.
entry	molecule	TEAD-YAP inh	FBW7 activator	GPR151 activ	MITF inh
4	O=[N+]([O-])c1ccccc1S(=O)(=O)Nc1ccc(S(=O)(=O)N2CCCC2)cc1	2	0.0	0.6	3
5	O=C(NCc1nc(-c2ccc(Cl)cc2)no1)N1CCOCC1	-9	-0.1	-1.7	7
6	O=C(NCCN1CCOCC1)c1cccc(Cn2ncc3cc(Nc4ccccc4Cl)ccc32)c1	6	0.0	0.7	9
7	COc1cccc(-n2c(SCC(N)=O)nc3ncccc3c2=O)c1	2	0.1	0.1	-89
8	CCSc1nc(C)nc2c1c(=O)n(C)c(=O)n2C	-12	0.5	0.7	11
9	CC1=C(c2ccc(C)cc2)S(=O)(=O)NC1=NC(C)c1ccc2c(c1)OCCO2 (configuration not stated)	-1	1.2	-0.6	5
10	Cc1cccc(N=C2NC(=O)/C(=C3/C(=O)N(C)c4ccccc43)S2)c1C	12	-0.1	1.2	18
11	COC(=O)c1ccc(C2/C(=C(/O)c3ccccc3)C(=O)C(=O)N2CCO)cc1 (configuration not stated)	-5	-0.1	0.7	0
12	CC(NC(=O)c1ccc(Cl)c(Cl)c1)c1ccccc1 (configuration not stated)	7	0.1	-0.7	0
13	Cn1c(=O)c2c(nc(Cl)n2Cc2cccc(C(F)(F)F)c2)n(C)c1=O	37*	0.5	0.7	18
14	O=C(NC(Nc1ccc(Cl)cc1)C(=O)c1ccccc1)c1ccccc1 (configuration not stated)	-4	0.0	-1.0	9
15	O=C(CSc1nc2sc3c(c2c(=O)n1-c1ccccc1)CCCC3)NCCOCCO	7	0.0	0.4	10
16	Cc1cccc(-n2cc(-c3ccccc3)c3c(Nc4ccc(C(C)C)cc4)ncnc32)c1	-11	-0.1	-2.4	2
17	Oc1ccc(Br)cc1C1CC(c2ccc(Br)cc2)=NC(c2ccc(Br)cc2)N1 (configuration not stated)	3	0.1	-0.6	18

More structures follow:
No. | canonical_smiles | TEAD-YAP inh | FBW7 activator
21 | CCC(CC)C(=O)Nc1sc(C(=O)OC)c(C)c1C(=O)OC | 11 | 0.0
22 | COCCNc1ccc([N+](=O)[O-])cc1C(=O)Nc1ccccc1 | -10 | 0.1
23 | CC1CCCC(NC(=O)c2ccc3c(=O)n(CCCN4CCCC4=O)c(=S)[nH]c3c2)C1C (configuration not stated) | -7 | 0.0
24 | COC(=O)CCC(=O)N1CCc2c(C(=O)OC)c(OCc3ccsc3)cc(=O)n2CC1 | 5 | 0.1
25 | COc1ccc(CN2CN=C(Nc3nc4ccccc4s3)NC2)cc1 | -4 | 0.5
26 | CC(=O)N(c1nc(Cl)ccc1[N+](=O)[O-])S(=O)(=O)c1ccc(N)cc1 | 15 | 0.2
27 | COc1ccc(NC(=O)N2CCCC(C(=O)NCCc3ccccc3)C2)cc1 (configuration not stated) | -34 | -0.1
28 | COc1ccc(S(=O)(=O)N(CC(=O)NC2CCCC2)c2ccccc2OC)cc1 | 4 | 0.1
29 | NC(=O)Nc1ccc(C(=O)NCC(c2ccco2)N2CCCCC2)cc1 (configuration not stated) | -3 | 0.2
30 | CCOC(=O)c1c(C(F)(F)F)nc2n1CCN(C(=O)c1cn[nH]c1C)C2 | -7 | -0.2

No. | GPR151 activ | MITF inh
21 | 0.6 | 1
22 | -0.4 | 6
23 | 0.7 | -11
24 | 0.4 | -17
25 | -1.2 | 9
26 | 1.6 | 6
27 | 0.1 | -7
28 | -0.1 | 11
29 | -0.8 | 7
30 | -0.4 | -8

New compounds follow:
No. | canonical_smiles | TEAD-YAP inh | FBW7 activator
31 | CCOc1ccccc1CN1CCN(Cc2cc(Cl)ccc2O)CC1CCO (configuration not stated) | -9 | 0.1
32 | CC(=O)Nc1ccc(NC(=O)c2cccc(NC(=O)c3ccc(C)cc3)c2)cc1 | -9 | 0.1
33 | CCOC(=O)c1c(/N=c2\oc3ccc(OC)cc3cc2C(=O)Nc2ccccc2F)sc2c1CCCC2 | -49 | -0.1
34 | COCc1nnc(NC(=O)COc2ccccc2)s1 | -8 | -0.1
35 | O=C1CCC(C(=O)OCc2ccc(COC(=O)C3=NNC(=O)CC3)cc2)=NN1 | 6 | -0.1
36 | COc1ccc(-c2[nH]nc3nc(-c4cc(OC)c(OC)cc4OC)cc(C(=O)O)c23)cc1 | -10 | 0.1
37 | CC(O)CNCCCCOc1ccc(OCc2ccccc2)cc1 (configuration not stated) | -22 | -0.2
38 | COc1cc(C)nc(N(C)S(=O)(=O)c2ccccc2Cl)n1 | 1 | 0.1
39 | Cc1ccc(NC(=O)C2C3C=CC4(O3)C2C(=O)N(Cc2ccc3c(c2)OCO3)C4C(=O)NC2CCCCC2)cc1Cl (configuration not stated) | 1 | 0.2
40 | COc1ccc(C2SCCN2C(=O)c2cccc([N+](=O)[O-])c2C(=O)O)cc1Br (configuration not stated) | 7 | 0.1

No. | GPR151 activ | MITF inh
31 | -0.5 | 17
32 | -0.5 | 0
33 | 0.4 | -12
34 | 0.6 | 3
35 | 3.2 | 12
36 | -1.3 | -7
37 | 0.0 | -7
38 | 0.6 | -12
39 | -1.2 | 12
40 | 2.1 | 8

Additional compounds follow.
No. | canonical_smiles | TEAD-YAP inh | FBW7 activator
41 | O=C1c2cccc([N+](=O)[O-])c2C(=O)N1CNc1ccc(Cl)cc1Cl | -16 | -0.9
42 | COC(=O)c1ccc(COc2ccc(/C=C/[N+](=O)[O-])cc2OC)o1 | -6 | -0.1
43 | OCCC1CN(Cc2ccccc2O)CCN1C1CCCCC1 (configuration not stated) | -2 | -0.2
44 | O=C(NCCCN1CCOCC1)c1ccc(N2CC3CC(C2)c2cccc(=O)n2C3)c(NC(=O)c2cccs2)c1 (configuration not stated) | -10 | 0.0
45 | C/C=C/COC(=O)C1=C(C)NC(=O)NC1c1ccc(Cl)cc1Cl (configuration not stated) | 64* | -0.1

No. | GPR151 activ | MITF inh
41 | 1.0 | 3
42 | -0.5 | -5
43 | 3.4 | -4
44 | -0.9 | -17
45 | 0.4 | 5

Screening data from PubChem BioAssay.
